CF NFkB inh: blocks PAF-induced NF-kB reporter in cystic fibrosis cells; 0.86% of 360,000 active; inhibition, % at 5 µM; KKLEB NF-kB-GFP reporter, GFP fluorescence overnight; AID 588850;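 active = at least 50% inhibition at 5 µM, scaled per plate between neutral and stimulator controls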;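 also: PAF is a Pseudomonas aeruginosa culture filtrate used as stimulus; plate controls were PAF-stimulated DMSO wells for no effect and unstimulated DMSO wells for full effect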
NCOA1 inh: human NCOA1 inhibition. 0.12% of 360,000 active. Q15788. AID 588354. HEK293 GAL4-SRC1 luciferase reporter, luminescence. inhibition, % at 3.6 µM;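 active = inhibition above the campaign mean plus 3 SD, with each screening campaign given its own cutoff, cut at about 60% in these data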;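 also: 0% = DMSO treated cells and 100% = gossypol at 36 µM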
LRH-1 inv ag: inverse agonists of human LRH-1 (NR5A2); O00482; 0.13% of 360,000 active; AID 602396; inhibition, % at 3.6 µM; HEK293T StAR-luciferase reporter, LRH-1 transfected, 24 h;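 active = inhibition above the mean inhibition of all tested compounds plus 3 SD, cut at about 73% in these data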;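 also: 0% = DMSO wells and 100% = reporter-only cells lacking LRH-1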
TRAIL sens C8: caspase-8 TRAIL sensitization; inhibition (viability loss, TRAIL sensitization), % at 10 µM; NB7+C8 cells + TRAIL, ATPlite viability luminescence; 1% of 360,000 active; AID 624354;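 active = compounds causing at least 50% loss of cell viability in the single-dose screen, relative to plate controls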
SRC2 inh: inhibits human steroid receptor coactivator 2; Q15596; HEK293 GAL4-SRC2 luciferase reporter, luminescence; inhibition, % at 9 µM; 0.17% of 370,000 active;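 active = inhibition above the mean inhibition of all tested compounds plus 3 SD, set per campaign, cut at about 52% in these data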;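 also: 0% = DMSO treated cells and 100% = cells given Gossypol at 36 µM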
Target sequence (Q15596 whole entry, looked up, the tested form may be a part): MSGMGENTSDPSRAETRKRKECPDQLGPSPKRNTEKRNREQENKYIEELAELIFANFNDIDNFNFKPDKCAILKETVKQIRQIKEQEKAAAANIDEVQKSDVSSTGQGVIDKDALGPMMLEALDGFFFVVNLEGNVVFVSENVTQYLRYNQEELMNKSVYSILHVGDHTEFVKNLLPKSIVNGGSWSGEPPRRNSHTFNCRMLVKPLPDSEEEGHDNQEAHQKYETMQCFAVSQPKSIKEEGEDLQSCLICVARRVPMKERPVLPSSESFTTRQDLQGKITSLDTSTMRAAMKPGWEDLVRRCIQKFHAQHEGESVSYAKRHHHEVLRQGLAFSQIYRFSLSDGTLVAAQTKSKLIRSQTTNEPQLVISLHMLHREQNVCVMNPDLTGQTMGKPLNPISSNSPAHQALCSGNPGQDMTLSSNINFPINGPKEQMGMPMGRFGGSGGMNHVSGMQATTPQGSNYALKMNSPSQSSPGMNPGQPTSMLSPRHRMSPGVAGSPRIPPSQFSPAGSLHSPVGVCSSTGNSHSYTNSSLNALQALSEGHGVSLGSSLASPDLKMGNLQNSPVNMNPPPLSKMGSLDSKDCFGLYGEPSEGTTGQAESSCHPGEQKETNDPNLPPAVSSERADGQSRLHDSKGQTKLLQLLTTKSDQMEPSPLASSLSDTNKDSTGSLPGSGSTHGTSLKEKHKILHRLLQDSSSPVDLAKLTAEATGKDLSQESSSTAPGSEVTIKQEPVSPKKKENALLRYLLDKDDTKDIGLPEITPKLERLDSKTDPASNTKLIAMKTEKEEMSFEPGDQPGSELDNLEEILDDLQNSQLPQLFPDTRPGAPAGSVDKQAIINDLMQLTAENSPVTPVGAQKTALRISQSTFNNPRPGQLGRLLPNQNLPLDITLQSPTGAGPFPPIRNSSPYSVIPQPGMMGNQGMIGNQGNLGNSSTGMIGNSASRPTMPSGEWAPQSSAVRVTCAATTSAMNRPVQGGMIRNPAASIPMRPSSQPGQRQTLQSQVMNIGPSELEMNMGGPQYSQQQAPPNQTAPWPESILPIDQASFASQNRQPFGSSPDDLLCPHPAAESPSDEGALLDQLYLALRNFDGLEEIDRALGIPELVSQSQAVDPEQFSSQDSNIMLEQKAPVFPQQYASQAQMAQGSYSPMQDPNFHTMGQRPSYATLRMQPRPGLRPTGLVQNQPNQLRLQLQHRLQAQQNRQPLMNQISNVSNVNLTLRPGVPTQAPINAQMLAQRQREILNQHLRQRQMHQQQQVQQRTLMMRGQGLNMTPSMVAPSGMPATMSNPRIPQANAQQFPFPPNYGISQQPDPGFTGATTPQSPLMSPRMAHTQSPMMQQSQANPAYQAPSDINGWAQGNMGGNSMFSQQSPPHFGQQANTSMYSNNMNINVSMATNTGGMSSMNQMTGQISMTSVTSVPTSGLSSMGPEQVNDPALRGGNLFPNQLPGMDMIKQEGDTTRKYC
TROY signal inh: blocks TROY-dependent signaling in reporter cells; 0.98% of 360,000 active; Q293 LMP1-TROYcd NF-kB luciferase reporter, 4 h; inhibition, % at 10 µM;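 active = compounds whose plate-normalised and pattern-corrected inhibition of the luciferase reporter signal at the single screening dose is 50% or more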
NR2F2 inh: NR2F2 (human) inhibition, primary screen; inhibition, % at 8.6 µM; P24468; HEK293T NGFI-A luciferase reporter, luminescence; AID 686940; 0.7% of 370,000 active;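 active = inhibition above a per-plate cutoff, mean inhibition of test wells between control levels plus 3 SD, cut at about 38% in these data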;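 also: cells cotransfected with COUP-TFII expression vector driving the NGFI-A reporter; 0% = median of COUP-TF2 test wells and 100% = reporter-only cells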
LMP1 NFkB inh: reduces LMP1-driven NF-kappaB luciferase signal. inhibition, % at 12.5 µM. LMP1-induced NF-kappaB luciferase reporter cells, luminescence. 0.69% of 350,000 active; in the data active = inhibition above about 41%;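 also: 0% = neutral control wells and 100% = reference inhibitor control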
SRC3 inh: inhibits human SRC3 coactivator; HEK293 GAL4-SRC3 luciferase reporter, luminescence; inhibition, % at 3.6 µM; 0.17% of 360,000 active; AID 588352;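 active = inhibition above a per-campaign cutoff, the mean of all compounds plus 3 SD, cut at about 60% in these data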;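 also: 0% = DMSO-treated cells and 100% = gossypol-treated cells at 36 µM; higher means less SRC3-driven luciferase light from the GAL4 reporter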
KKLEB cytotox: reduces viability of KKLEB cystic fibrosis airway cells. KKLEB CF airway cells viability, ATPlite luminescence, overnight; stronger effect = lower value; cells stimulated with P. aeruginosa culture filtrate. activity change (cytotoxicity), % at 5 µM. AID 602141. 0.36% of 360,000 active;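 active = corrected activity change at or below -50% at 5 µM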
TWEAK Fn14 block: TWEAK-Fn14 signaling inhibition; AID 1159606; 2% of 360,000 active; TWEAK-stimulated Fn14 reporter cells, luciferase luminescence, 8 h; inhibition, % at 10 µM; in the data active = inhibition above about 50%
The depositor's hits bear a star.

N#Cc1cccc(S(=O)(=O)NCc2nnc3ccccn23)c1 was read as CF NFkB inh -2.8, NCOA1 inh -7.5, LRH-1 inv ag -1.8, TRAIL sens C8 -0.5, SRC2 inh -4.6, TROY signal inh -8.0, NR2F2 inh 7.7, LMP1 NFkB inh -4.6, SRC3 inh 14.5, KKLEB cytotox 6.3 and TWEAK Fn14 block 7.8.
O=C1c2cccnc2C(=O)N1c1cccc([N+](=O)[O-])c1 was read as CF NFkB inh -5.8, NCOA1 inh 4.7, LRH-1 inv ag 10.6, TRAIL sens C8 -29.7, SRC2 inh 0.1, TROY signal inh -20.4, NR2F2 inh -3.7, LMP1 NFkB inh 2.4, SRC3 inh -29.7, KKLEB cytotox -0.3 and TWEAK Fn14 block 14.9.
Screening N=C(N)c1ccc(Cl)cc1 returned CF NFkB inh -11.9, NCOA1 inh 8.7, LRH-1 inv ag 6.2, TRAIL sens C8 0.3, SRC2 inh 4.4, TROY signal inh -6.8, NR2F2 inh -10.2, LMP1 NFkB inh -7.7, SRC3 inh -8.1, KKLEB cytotox 24.5 and TWEAK Fn14 block -1.0.
Screening COc1ccc(CN(C)S(=O)(=O)c2nnc(NC(=O)c3ccccc3Br)s2)cc1 returned CF NFkB inh 22.0, NCOA1 inh 14.7, LRH-1 inv ag -7.9, TRAIL sens C8 8.0, SRC2 inh -6.4, TROY signal inh 21.8, NR2F2 inh 3.3, LMP1 NFkB inh -0.4, SRC3 inh -16.2, KKLEB cytotox -8.9 and TWEAK Fn14 block -1.0.
For Cc1cccc(C#N)c1NC1=CC(=O)CC(C)(C)C1 the results were CF NFkB inh -7.9, NCOA1 inh -4.3, LRH-1 inv ag -16.8, TRAIL sens C8 -10.8, SRC2 inh 8.2, TROY signal inh 4.9, NR2F2 inh -13.2, LMP1 NFkB inh 1.8, SRC3 inh 6.1, KKLEB cytotox 0.7 and TWEAK Fn14 block 4.8.
For CC1CCN(C(=O)C2CCN(S(=O)(=O)c3cccs3)CC2)CC1 the results were CF NFkB inh 15.5, NCOA1 inh 1.3, LRH-1 inv ag -27.1, TRAIL sens C8 0.3, SRC2 inh -17.9, TROY signal inh 3.1, NR2F2 inh -14.1, LMP1 NFkB inh -13.6, SRC3 inh -17.7, KKLEB cytotox -8.3 and TWEAK Fn14 block -1.9.
CCN(C(=O)c1cnc2scc(C)n2c1=O)c1ccccc1C was read as CF NFkB inh -4.7, NCOA1 inh 4.6, LRH-1 inv ag 1.5, TRAIL sens C8 30.5, SRC2 inh 4.1, TROY signal inh 2.9, NR2F2 inh -0.4, LMP1 NFkB inh -0.9, SRC3 inh -2.5, KKLEB cytotox 0.4 and TWEAK Fn14 block 8.4.
For COc1ccc2nc(C)c3cc(C)oc3c2c1 the results were CF NFkB inh -18.8, NCOA1 inh 2.8, LRH-1 inv ag -12.5, TRAIL sens C8 9.6, SRC2 inh -8.0, TROY signal inh 4.8, NR2F2 inh 1.8, LMP1 NFkB inh -12.8, SRC3 inh 26.3, KKLEB cytotox 6.6 and TWEAK Fn14 block -0.5.
Screening O=C(Nc1ccc(N2CCN(C(=O)c3cccs3)CC2)c(Cl)c1)c1ccco1 returned CF NFkB inh 6.8, NCOA1 inh -10.2, LRH-1 inv ag 7.4, TRAIL sens C8 15.7, SRC2 inh 0.1, TROY signal inh 1.1, NR2F2 inh 6.7, LMP1 NFkB inh 19.0, SRC3 inh 1.9, KKLEB cytotox 9.2 and TWEAK Fn14 block 0.1.
For CCN(CC)S(=O)(=O)c1ccc2c(c1)C(=NO)c1cc(S(=O)(=O)N(CC)CC)ccc1-2 the results were CF NFkB inh 42.8, NCOA1 inh -41.4, LRH-1 inv ag 9.5, TRAIL sens C8 45.4, SRC2 inh 18.3, TROY signal inh 49.7, NR2F2 inh -15.4, LMP1 NFkB inh -94.2, SRC3 inh 24.1, KKLEB cytotox -44.5 and TWEAK Fn14 block 30.2.
Screening COc1ccc(NS(=O)(=O)c2cc(NC(=O)C3CCCO3)ccc2N2CCCCC2)cc1 (configuration not stated) returned CF NFkB inh -30.2, NCOA1 inh 3.1, LRH-1 inv ag 7.8, TRAIL sens C8 1.5, SRC2 inh -4.1, TROY signal inh 6.7, NR2F2 inh 2.5, LMP1 NFkB inh 7.4, SRC3 inh -5.5, KKLEB cytotox 2.5 and TWEAK Fn14 block 6.3.
`O=C(/C=C/c1ccccc1)c1ccccc1` gave CF NFkB inh -7.4, NCOA1 inh -2.7, LRH-1 inv ag 11.2, TRAIL sens C8 14.6, SRC2 inh -18.8, TROY signal inh -22.3, NR2F2 inh -9.3, LMP1 NFkB inh 0.4, SRC3 inh -13.3, KKLEB cytotox -3.7 and TWEAK Fn14 block -5.8.
CCN(CC)S(=O)(=O)c1ccc(N2CCCC2)c(NC(=O)C2=COCCO2)c1 was read as CF NFkB inh 1.5, NCOA1 inh -15.7, LRH-1 inv ag 1.9, TRAIL sens C8 -9.7, SRC2 inh 15.4, TROY signal inh -2.1, NR2F2 inh 7.6, LMP1 NFkB inh -0.6, SRC3 inh 6.6, KKLEB cytotox -4.5 and TWEAK Fn14 block 0.4.
Cc1cc(S(=O)(=O)N(Cc2ccccc2)Cc2ccc(N(C)C)cc2)ccc1-n1cnnn1 was read as CF NFkB inh -8.4, NCOA1 inh -12.7, LRH-1 inv ag 13.3, TRAIL sens C8 -1.3, SRC2 inh 30.0, TROY signal inh 9.7, NR2F2 inh -16.0, LMP1 NFkB inh 2.9, SRC3 inh 7.5, KKLEB cytotox -20.4 and TWEAK Fn14 block 9.7.
Screening O=C(COC(=O)Cc1c(F)cccc1Cl)Nc1ccc2[nH]c(=O)[nH]c2c1 returned CF NFkB inh 9.5, NCOA1 inh 4.1, LRH-1 inv ag -11.7, TRAIL sens C8 -2.9, SRC2 inh -15.5, TROY signal inh -1.8, NR2F2 inh 11.9, LMP1 NFkB inh -6.6, SRC3 inh -13.1, KKLEB cytotox -4.6 and TWEAK Fn14 block -2.6.

2 entries picked at random from the list so far:
For COc1ccc2nc(C)c3cc(C)oc3c2c1 the results were CF NFkB inh -18.8, NCOA1 inh 2.8, LRH-1 inv ag -12.5, TRAIL sens C8 9.6, SRC2 inh -8.0, TROY signal inh 4.8, NR2F2 inh 1.8, LMP1 NFkB inh -12.8, SRC3 inh 26.3, KKLEB cytotox 6.6 and TWEAK Fn14 block -0.5.
For CC1CCN(C(=O)C2CCN(S(=O)(=O)c3cccs3)CC2)CC1 the results were CF NFkB inh 15.5, NCOA1 inh 1.3, LRH-1 inv ag -27.1, TRAIL sens C8 0.3, SRC2 inh -17.9, TROY signal inh 3.1, NR2F2 inh -14.1, LMP1 NFkB inh -13.6, SRC3 inh -17.7, KKLEB cytotox -8.3 and TWEAK Fn14 block -1.9.

(more compounds)
`COc1ccc(C(=O)OCC(=O)NCCN2C(=O)CSC2=O)cc1` gave CF NFkB inh -14.7, NCOA1 inh -2.2, LRH-1 inv ag 10.3, TRAIL sens C8 -3.4, SRC2 inh 4.4, TROY signal inh -11.4, NR2F2 inh 11.1, LMP1 NFkB inh -7.1, SRC3 inh 7.0, KKLEB cytotox 2.6 and TWEAK Fn14 block 5.8.
For Cc1ccccc1S(=O)(=O)Cc1ccc(C(=O)NCCN(CC(C)C)CC(C)C)o1 the results were CF NFkB inh -0.5, NCOA1 inh 5.9, LRH-1 inv ag -0.1, TRAIL sens C8 -2.6, SRC2 inh 9.1, TROY signal inh 20.5, NR2F2 inh 7.0, SRC3 inh 3.0, KKLEB cytotox -3.2 and TWEAK Fn14 block -16.8.
`Cc1ccc(C)c(C(=O)COC(=O)CCN2C(=O)C3C4CCC(C4)C3C2=O)c1` (configuration not stated) gave CF NFkB inh 10.2, NCOA1 inh -25.1, LRH-1 inv ag 17.8, TRAIL sens C8 12.2, SRC2 inh 2.1, TROY signal inh -18.4, NR2F2 inh 5.3, LMP1 NFkB inh 2.3, SRC3 inh -11.3, KKLEB cytotox 4.9 and TWEAK Fn14 block 3.2.
N#Cc1cccnc1N1CCN(C(c2ccnc3ccccc23)c2nnnn2-c2ccc3c(c2)OCCO3)CC1 (configuration not stated) was read as LRH-1 inv ag 3.3, TRAIL sens C8 3.3, SRC2 inh 9.8, TROY signal inh 14.5, NR2F2 inh -9.6 and TWEAK Fn14 block 15.7.
For O=[N+]([O-])c1cccc(-c2csc(N/N=C/c3cccc(O)c3)n2)c1 the results were CF NFkB inh 40.4, NCOA1 inh -7.1, LRH-1 inv ag 19.2, TRAIL sens C8 2.3, SRC2 inh -19.2, TROY signal inh 51.3*, NR2F2 inh -3.9, LMP1 NFkB inh 6.0, SRC3 inh -12.1, KKLEB cytotox 11.0 and TWEAK Fn14 block 58.1*.
Screening C/C(=C/C(=O)NCc1ccccc1)C(=O)O returned CF NFkB inh -4.9, NCOA1 inh -12.9, LRH-1 inv ag -9.5, TRAIL sens C8 21.7, SRC2 inh 4.1, TROY signal inh 12.6, NR2F2 inh 16.2, LMP1 NFkB inh 3.6, SRC3 inh 0.9, KKLEB cytotox 12.0 and TWEAK Fn14 block 23.8.
O=S(=O)(NCC(c1ccc2c(c1)OCO2)N1CCN(c2ccccc2)CC1)c1ccccc1 (configuration not stated) was read as CF NFkB inh 8.2, NCOA1 inh 2.7, LRH-1 inv ag -12.9, TRAIL sens C8 19.8, SRC2 inh -11.6, TROY signal inh -9.7, NR2F2 inh 12.1, LMP1 NFkB inh -4.7, SRC3 inh 8.1, KKLEB cytotox 9.1 and TWEAK Fn14 block -0.3.
CCCCOCCCNC(=O)c1ccc([N+](=O)[O-])c(C)c1 was read as CF NFkB inh 5.3, NCOA1 inh 0.5, LRH-1 inv ag -10.6, TRAIL sens C8 -5.0, SRC2 inh -2.0, TROY signal inh -3.6, NR2F2 inh -6.5, LMP1 NFkB inh -2.0, SRC3 inh 9.7, KKLEB cytotox 8.3 and TWEAK Fn14 block -11.7.
For Cc1ccc2[nH]c(=O)c3cc(C(=O)NCC4CCCO4)sc3c2c1 (configuration not stated) the results were CF NFkB inh -13.1, NCOA1 inh -16.0, LRH-1 inv ag -5.2, TRAIL sens C8 0.3, SRC2 inh -27.6, TROY signal inh -17.6, NR2F2 inh -0.9, LMP1 NFkB inh 6.4, SRC3 inh -1.0, KKLEB cytotox 3.1 and TWEAK Fn14 block -2.1.
Screening Oc1ccc(C2C(c3ccccc3)=NN=C(c3ccccc3F)N2O)c(O)c1 (configuration not stated) returned CF NFkB inh 3.5, NCOA1 inh -74.5, LRH-1 inv ag -11.0, TRAIL sens C8 -14.7, SRC2 inh -6.2, TROY signal inh -25.7, NR2F2 inh -6.4, LMP1 NFkB inh -31.6, SRC3 inh -2.9, KKLEB cytotox 14.3 and TWEAK Fn14 block 2.8.
Screening Cc1ccc(S(=O)(=O)N(CC(=O)NCCC2=CCCCC2)Cc2ccccc2)cc1 returned CF NFkB inh 6.4, NCOA1 inh -7.3, LRH-1 inv ag -11.1, TRAIL sens C8 -6.1, SRC2 inh 1.8, TROY signal inh 0.0, NR2F2 inh 4.0, LMP1 NFkB inh -3.8, SRC3 inh 12.5, KKLEB cytotox 4.3 and TWEAK Fn14 block 17.5.
